MITF TRPM1 inh – inhibitors of MITF-driven TRPM1 promoter in melanoma cells | actives 0.83% (n = 330,000) | SK-MEL-5 TRPM1 promoter luciferase, 24 h | inhibition, % at 12.5 µM;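 active = mean inhibition across replicates of 60% or more, whatever share of single replicates reaches that level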; note: values of inactives mirror those of a sister screen read the other way
HIF-2a inh – blocks HIF-2a reporter activity | inhibition, % at 18.8 µM | 786-0 RCC cells HIF-2a reporter, luciferase luminescence, overnight | actives 0.72% (n = 360,000) | AID 624352;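 active = inhibition of the luminescence signal of 40% or more relative to plate controls, in a single-dose primary screen at 18.75 µM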
CF NFkB block – cystic fibrosis NF-kB activation inhibition. KKLEB NF-kB-GFP reporter, PAF-induced, GFP fluorescence overnight. inhibition, % at 5 µM. actives 0.86% (n = 360,000);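 active = at least 50% inhibition at 5 µM, scaled per plate between neutral and stimulator controls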;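 note: PAF is a Pseudomonas aeruginosa culture filtrate used as stimulus; plate controls were PAF-stimulated DMSO wells for no effect and unstimulated DMSO wells for full effect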
NR2E3 ag-1 – activates human photoreceptor nuclear receptor NR2E3. GST-NR2E3/biotin-RetCOR TR-FRET, 1536-well. actives 0.12% (n = 320,000). AID 2300. Q9Y5X4. inhibition of corepressor binding, % at 4.78 µM;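 active = percent inhibition above the cutoff of mean plus 3 SD of all tested compounds, set per screening campaign, cut at about 20% in these data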;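 note: 0% = DMSO wells and 100% = biotin wells as full block of FRET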
Target sequence (Q9Y5X4 whole entry, looked up): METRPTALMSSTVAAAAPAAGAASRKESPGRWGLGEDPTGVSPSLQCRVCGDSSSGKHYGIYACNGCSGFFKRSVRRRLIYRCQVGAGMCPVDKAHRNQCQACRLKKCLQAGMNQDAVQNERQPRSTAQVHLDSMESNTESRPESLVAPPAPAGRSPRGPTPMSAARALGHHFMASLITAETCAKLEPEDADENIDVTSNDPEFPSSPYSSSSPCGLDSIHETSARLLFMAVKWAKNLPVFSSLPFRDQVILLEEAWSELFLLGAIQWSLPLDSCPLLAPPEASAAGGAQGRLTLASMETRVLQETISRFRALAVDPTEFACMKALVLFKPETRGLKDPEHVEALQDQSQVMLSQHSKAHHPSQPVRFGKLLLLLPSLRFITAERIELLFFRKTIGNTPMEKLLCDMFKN
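Test system – NR2E3–RetCOR corepressor complex · Quantity – NR2E3 fusion 1.35 nM · Buffer or medium – Tris pH 7.5 · Incubation – Compound–protein incubation for 5 h at 4 °C · Technique – TR-FRET, Eu(K)-anti-GST donor, streptavidin-D2 acceptor, ex 340, em 617/671 nm · Evaluation – percent inhibition of 671/617 nm emission ratio versus biotin and DMSO controls · Plate – 1536-well format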
Peg3 prom inh – Peg3 promoter activity inhibition; HeLa PEG-Prom luciferase reporter, luminescence, overnight; inhibition, % at 20 µM; actives 1.7% (n = 360,000); AID 588405;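 active = inhibition of at least 50% at 20 µM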
NR2E3 ag-2 – agonists of human NR2E3 nuclear receptor; actives 0.35% (n = 360,000); inhibition of corepressor binding, % at 3.98 µM; AID 602229; Q9Y5X4; CHO-S Gal4-NCOR/VP16-NR2E3 two-hybrid, luciferase;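 active = inhibition above the mean of all tested compounds plus 3 SD, cut at about 70% in these data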;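 note: 0% = DMSO with NR2E3 transfected cells and 100% = cells lacking NR2E3 construct; higher means lower luciferase signal from less NR2E3 corepressor binding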
PDI inh – PDI (human) enzyme inhibition | P07237 | PDI insulin aggregation turbidity, A650, 90 min | inhibition, % at 10 µM | actives 0.052% (n = 350,000);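 active = mean inhibition across replicates of 30% or more, whatever share of single replicates reach that level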;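 note: absorbance from insulin aggregation driven by PDI reduction with DTT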
Target sequence (P07237 whole entry, looked up): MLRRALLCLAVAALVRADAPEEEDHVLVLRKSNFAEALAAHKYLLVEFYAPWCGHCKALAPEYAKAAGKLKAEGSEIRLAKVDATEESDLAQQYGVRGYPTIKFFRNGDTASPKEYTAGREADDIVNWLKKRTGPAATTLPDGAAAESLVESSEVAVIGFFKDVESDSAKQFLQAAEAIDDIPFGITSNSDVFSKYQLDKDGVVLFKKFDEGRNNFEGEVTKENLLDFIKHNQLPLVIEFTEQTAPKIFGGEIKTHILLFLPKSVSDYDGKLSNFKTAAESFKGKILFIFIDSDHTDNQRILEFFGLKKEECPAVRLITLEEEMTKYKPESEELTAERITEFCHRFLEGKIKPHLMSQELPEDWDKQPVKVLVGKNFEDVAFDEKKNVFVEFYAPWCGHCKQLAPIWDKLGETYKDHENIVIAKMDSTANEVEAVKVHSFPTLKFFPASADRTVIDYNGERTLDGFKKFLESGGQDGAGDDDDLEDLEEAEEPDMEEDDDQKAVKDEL
Vif inh – HIV Vif inhibition. HEK293T cells, Vif self-association by quenched fluorescence, imaging, 24 h. inhibition, % at 7.49 µM. actives 0.35% (n = 340,000). AID 602346; in the data active = inhibition above about 50%, passing the limit was not always enough; note: some results filed as inactive read as strong as hits
KKLEB tox – counter-screen for CF NF-kB inhibitors: cytotoxicity | activity change (cytotoxicity), % at 5 µM | KKLEB CF airway cells viability, ATPlite luminescence, overnight; active compounds read low; cells stimulated with P. aeruginosa culture filtrate | actives 0.36% (n = 360,000) | AID 602141;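 active = corrected activity change at or below -50% at 5 µM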
Shn3 3UTR inh – inhibitors of Schnurri-3 3'UTR reporter in osteoblasts | Clone20 osteoblast Shn3 3'UTR firefly luciferase, 24 h | inhibition, % at 12.5 µM | actives 0.52% (n = 360,000) | AID 588674;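 active = mean inhibition of at least 75% with every replicate also reaching 75%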;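 note: 0% = median of neutral control wells and 100% = pilot-screen positive control compound; some compounds past the cut are filed as inactive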
CaV13 FRET inh – Disruptors of the CACNA1D IQ motif to Ca2+-dependent inactivation inhibitor domain association, primary screening, Förster resonance energy transfer in intact living …; HEK cells, CFP/YFP FRET ICDI-IQ, plate reader, 10 min; percent FRET-ratio fall versus neutral wells; inhibition, % at 12.3 µM; actives 0.098% (n = 340,000);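 active = mean replicate inhibition of at least 30% and at least 1% of replicates passing that level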;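 note: 0% = median of the neutral control wells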
* hit, by the source's call; / = no result given. Rows were taken by chance (roughly 3.3% active in at least one column).

no. | Molecule | Peg3 prom inh | HIF-2a inh | MITF TRPM1 inh | NR2E3 ag-1 | PDI inh | CF NFkB block | Shn3 3UTR inh | NR2E3 ag-2 | CaV13 FRET inh | Vif inh | KKLEB tox
1 | COc1ccc(/C=C2\SC(=S)N(CCC(=O)Nc3cccc(C(=O)O)c3)C2=O)cc1 | 2 | 36 | 17 | 1 | -76 | -10 | 8 | 6 | -7 | -7 | 8
2 | CCOC(=O)CNC(=O)c1ccc2[nH]c3c(c2c1)CCCC3 | -15 | -9 | -3 | -2 | -3 | -17 | 5 | 0 | -10 | 72* | -9
3 | CCC(C)C(NC(=O)CCC(=O)OCC(=O)[C@@]1(O)CCC2[C@@H]3CCC4=CC(=O)C=C[C@]4(C)C3[C@@H](O)C[C@@]21C)C(=O)O (some centres not stated) | 11 | 30 | -14 | 2 | -3 | 74* | 5 | -5 | -2 | 11 | 27
4 | CCOC(=O)C1CCCN(C(=O)Nc2cccc(Cl)c2)C1 (configuration not stated) | -28 | -52 | -12 | -1 | -3 | 8 | 3 | 4 | / | -1 | 6
5 | Cc1ccc(Nc2nc(-c3sc(C)nc3C)cs2)cc1 | -80 | -172 | -3 | 1 | -8 | -4 | -75 | -102 | -7 | 5 | -10
6 | C[C@H](NC(=O)c1nc[nH]c1C(=O)N[C@@H](Cc1ccccc1)C(=O)OCc1ccccc1)C(=O)OC(C)(C)C | 16 | 8 | 5 | 3 | 0 | 3 | -10 | 24 | -12 | -1 | -14
7 | CCCn1nc(C(=O)Oc2ccc3c(C)cc(=O)oc3c2)c2ccccc2c1=O | 27 | 16 | 3 | 1 | 0 | 20 | -27 | -5 | -16 | -1 | -7
8 | COc1ccc(Nc2nc(NN)nc(Nc3ccc(OC)cc3)n2)cc1 | 1 | 16 | 6 | -1 | 9 | -17 | -12 | -8 | -4 | 3 | 1
9 | CCN(CC)CCNC(=O)c1ccc(NC(=O)/C=C/c2cc(OC)c(OC)c(OC)c2)cc1 | -30 | 7 | -6 | 0 | -14 | -10 | 5 | 6 | -3 | 12 | -10
10 | O=C(Nc1ccnn1C1CCN(C/C=C/c2ccccc2)CC1)c1ccccc1 | -7 | 9 | -4 | 3 | 3 | 1 | 9 | -12 | -11 | -1 | -4
11 | CCOC(=O)C1=Nc2ccccc2C1=[N+]=[N-] | 14 | 24 | 53 | 1 | -3 | 1 | 68 | 97* | -3 | 7 | -9
12 | O=C1c2ccccc2C(=O)N1CCn1c(=O)oc2ccccc21 | 6 | -10 | -7 | 5 | 0 | 1 | -22 | -2 | -10 | 1 | 11
13 | CCOC(=O)N1CCC(N2Cc3cccc(C(=O)Nc4ccc(S(=O)(=O)N(CC)CC)cc4)c3C2=O)CC1 | 7 | 5 | 4 | 1 | -20 | 5 | 10 | -17 | -3 | -3 | -6
14 | CCOc1ccc(S(=O)(=O)NCCC(=O)Nc2ncccc2C)cc1 | 10 | 5 | 1 | 3 | 0 | 18 | 11 | -22 | / | -1 | -5
15 | Cc1ccc(S(=O)(=O)NCCNC(=O)c2ccccc2)cc1 | 5 | 10 | -1 | 3 | 10 | 15 | 5 | 15 | -6 | 0 | -8

Results in CF NFkB block, for some of the entries so far:
| # | SMILES | CF NFkB block |
| --- | --- | --- |
| 8 | COc1ccc(Nc2nc(NN)nc(Nc3ccc(OC)cc3)n2)cc1 | -17 |
| 9 | CCN(CC)CCNC(=O)c1ccc(NC(=O)/C=C/c2cc(OC)c(OC)c(OC)c2)cc1 | -10 |

(cont.)
no. | Molecule | Peg3 prom inh | HIF-2a inh | MITF TRPM1 inh | NR2E3 ag-1 | PDI inh | CF NFkB block | Shn3 3UTR inh | NR2E3 ag-2 | CaV13 FRET inh | Vif inh | KKLEB tox
16 | CCOc1ccc(S(=O)(=O)Nc2ccc(C(=O)NCc3ccncc3)cc2)cc1 | 3 | 3 | -4 | -1 | 5 | 5 | -3 | 4 | -2 | -2 | -1
17 | O=C(NCC(=O)N1CCCC(C(F)(F)F)C1)c1ccccc1F (configuration not stated) | -105 | -90 | -13 | -2 | 6 | 1 | -54 | -2 | -5 | -15 | 26
18 | CC(=O)Nc1ccc(NC(=O)c2ccc(COc3ccc(C)cc3)o2)cc1 | -47 | -79 | -10 | 2 | 1 | -12 | -25 | -107 | -6 | 5 | -11
19 | CCOc1ccccc1OCCCCOc1ccccc1F | -11 | -5 | 0 | -2 | -6 | -3 | -12 | -26 | -3 | -2 | 3
20 | COc1ccc(C(=O)Nc2c(Cl)cc(Cl)cc2C(=O)NCCN2CCOCC2)cc1 | 5 | 9 | 17 | 2 | -8 | -8 | -8 | -29 | -6 | 7 | 3
21 | Cn1ccsc1=NC(=O)c1cc(S(=O)(=O)N2CCOCC2)ccc1Cl | 12 | 9 | 0 | 3 | 3 | 3 | -14 | 0 | -6 | -9 | 4
22 | COc1cc(NC(=O)CCn2c(=S)[nH]c3ccccc3c2=O)cc(OC)c1OC | 2 | 8 | / | / | -2 | -5 | -15 | 3 | -5 | -13 | 3
23 | Cc1c(N2C(=O)c3ccc(F)cc3C2=O)c(=O)n(-c2ccccc2)n1C | 7 | 1 | 5 | 0 | 5 | -3 | 5 | 1 | -5 | 6 | 8
24 | O=C(N/N=C/c1ccc(C(F)(F)F)cc1)c1ccncc1 | -1 | -6 | 5 | 5 | 17 | 0 | -16 | -30 | -4 | -10 | 5
25 | Cc1cc(NC(=O)C2CC(=O)N(c3ccccc3Cl)C2)no1 (configuration not stated) | 4 | 15 | -5 | 3 | -1 | -4 | -10 | -48 | -4 | 13 | 6
26 | CCOCC(=O)N1CCN(c2cccc(Cl)c2)CC1 | -1 | -1 | -15 | 9 | -3 | -24 | 0 | 21 | 24 | 3 | 6
27 | O=C(CSc1nc(-c2ccccc2)cs1)NCCCN1CCCC1=O | -10 | -3 | 11 | / | -1 | -28 | -9 | -4 | -6 | -2 | 15
28 | C[C@H]1CN(S(=O)(=O)c2c(F)cccc2F)CCN1S(=O)(=O)c1ccc2c(c1)OCCO2 | 17 | -9 | -5 | / | 0 | -33 | -11 | 1 | -4 | 4 | 10
29 | O=C(Nc1nnc(-c2ccc(Cl)cc2)o1)C1CCCCC1 | -60 | -36 | -15 | 0 | -2 | -14 | -6 | -6 | -5 | / | -11
30 | COC(=O)c1c(NC(=O)c2ccccc2)sc2c1CC(C)(C)OC2 | -126 | -234 | -47 | -2 | -11 | 0 | -33 | -32 | -4 | / | 6
31 | Cc1ccc(Nc2c3c(nc4ccccc24)CCC3)cc1 | 18 | 27 | -22 | -2 | -2 | -11 | 30 | -17 | -5 | -5 | -14
32 | Cn1c2c(c(=O)n(C)c1=O)C(C(F)(F)F)(C(F)(F)F)N=C(c1ccccc1Cl)N2 | 12 | 5 | 4 | 2 | 4 | 16 | -15 | -22 | -4 | -1 | -24
33 | CCCSc1nn2c(=O)c3ccccc3nc2s1 | -306 | -186 | -7 | -1 | -4 | -11 | -110 | -125 | -4 | 35 | -1
34 | Cc1ccc(S(=O)(=O)N2[C@@H](c3ccc(Cl)cc3)C(C(=O)O)=CC[C@H]2c2cccs2)cc1 | 8 | 14 | 5 | 0 | -6 | 17 | -6 | 0 | -3 | 4 | 3
35 | Cc1c(C(c2cccc(O)c2)c2c(C)n(C)n(-c3ccccc3)c2=O)c(=O)n(-c2ccccc2)n1C | 0 | 4 | -2 | 0 | 1 | -1 | 2 | -3 | -8 | -12 | -3
36 | N#Cc1c(SCC(=O)Nc2ccccc2C(F)(F)F)sc2c(O)cc(=O)[nH]c12 | -3 | 10 | -10 | 7 | 2 | 11 | 18 | -38 | -4 | 0 | -9
37 | CCCCN(CC)C(=O)c1cc2cc3ccc(OC)cc3nc2o1 | -230 | -225 | -69 | 0 | 4 | 12 | -40 | -80 | -5 | / | -10
38 | CCCC(=O)Nc1ccc(S(=O)(=O)Nc2cc(OC)nc(OC)n2)cc1 | 10 | 17 | 5 | / | -10 | -6 | -13 | 5 | -10 | 0 | 13
39 | Cc1ccc(C(=O)NCCc2csc(-c3cccnc3)n2)cc1 | -108 | -123 | -14 | 2 | / | -2 | -34 | -17 | -7 | 0 | 2
40 | Cc1cc(C)nc(NS(=O)(=O)c2ccc(NC(=O)CSc3nc(-c4ccccc4)c(C#N)c(=O)[nH]3)cc2)n1 | 0 | 7 | -3 | 8 | 0 | -17 | -6 | -2 | -3 | 5 | -1
41 | S=c1[nH]nc(Cc2noc3ccccc23)n1-c1ccc(Cl)cc1 | 7 | 8 | -2 | 3 | 0 | -20 | -4 | -16 | -3 | 0 | 2
42 | O=C(O)C1CCN(c2ccc(S(=O)(=O)N3CCC(C(=O)O)CC3)cc2[N+](=O)[O-])CC1 | 3 | 4 | 1 | 6 | 10 | 19 | -7 | -11 | -5 | -4 | -18
43 | COC(=O)[C@H](CCSC)NC(=O)c1cccnc1SC | 24 | 15 | 2 | -5 | 2 | 13 | -1 | -33 | -1 | -14 | -10
44 | O=C(CSc1nnc(C2CC2)n1-c1ccccc1)NCCc1ccc(F)cc1 | 10 | 14 | -4 | 3 | 3 | 0 | -1 | -21 | / | 0 | -2
45 | COc1cc(CN2CCc3ccccc3C2)cc([N+](=O)[O-])c1O | 5 | 16 | -4 | 0 | -2 | 3 | -5 | -14 | -2 | -6 | 9

Entries of single compounds from above:
CCC(C)C(NC(=O)CCC(=O)OCC(=O)[C@@]1(O)CCC2[C@@H]3CCC4=CC(=O)C=C[C@]4(C)C3[C@@H](O)C[C@@]21C)C(=O)O (some centres not stated) is listed as Peg3 prom inh: 11; HIF-2a inh: 30; MITF TRPM1 inh: -14; NR2E3 ag-1: 2; PDI inh: -3; CF NFkB block: 74*; Shn3 3UTR inh: 5; NR2E3 ag-2: -5; CaV13 FRET inh: -2; Vif inh: 11; KKLEB tox: 27
CCOc1ccc(S(=O)(=O)NCCC(=O)Nc2ncccc2C)cc1 is listed as Peg3 prom inh: 10; HIF-2a inh: 5; MITF TRPM1 inh: 1; NR2E3 ag-1: 3; PDI inh: 0; CF NFkB block: 18; Shn3 3UTR inh: 11; NR2E3 ag-2: -22; CaV13 FRET inh: /; Vif inh: -1; KKLEB tox: -5
Cc1ccc(C(=O)NCCc2csc(-c3cccnc3)n2)cc1 is listed as Peg3 prom inh: -108; HIF-2a inh: -123; MITF TRPM1 inh: -14; NR2E3 ag-1: 2; PDI inh: /; CF NFkB block: -2; Shn3 3UTR inh: -34; NR2E3 ag-2: -17; CaV13 FRET inh: -7; Vif inh: 0; KKLEB tox: 2

Compound activity (PubChem BioAssay)
